Hsp70 inhibitors – small molecules displacing fluorescent ligand from Hsp70 – biochemical, fluorescence polarization, primary screen (AID 583); Hsp70 fluorescence polarization probe displacement, mP; higher % means a stronger effect; displacement, % at 20 µM; hits with a dose series show IC50 in µM; 0.06% of 140,000 active; in the data active = displacement above about 50%;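 also: plate controls were vehicle for no effect and reference ligand for full effect; a part of the inactive calls stands beside numbers as strong as those of hits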
Rat MKP-3 inhibitors – MKP-3 phosphatase inhibitors, primary screen, biochemical, rat enzyme, in vitro (AID 425) | 0.17% of 110,000 active | recombinant MKP-3 phosphatase activity, fluorescence; higher % means a stronger effect | inhibition, % at 20 µM; hits with a dose series show IC50 in µM; in the data active = inhibition above about 50%;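 also: plate controls were vehicle for no effect and reference inhibitor for full effect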
* = called active by the depositor; . = not tested or not shown; & = joins results of further samples.

SMILES	Hsp70 inhibitors	Rat MKP-3 inhibitors
COc1ccc(C2NC(c3ccc(OC)c(OC)c3)C(C)C(=O)C2C)cc1OC (centres undefined)	-2.8%	2.1%
Cc1cccc(-n2c(C)cc(/C=N/NC(N)=O)c2C)c1	-0.9%	3.3%
COc1ccc(S(=O)(=O)Nc2ccc(S(=O)(=O)N3CCCCC3)cc2)cc1OC	-1.5%	-8.4%
CCOc1cc(OCC)cc(C(=O)N2CCN(c3ccc([N+](=O)[O-])cc3)CC2)c1	1.0%	-3.3%
CCCc1nc2sc(C(=O)OCC)c(N)c2c2c1COC(C)(C)C2	-4.2%	.
Cc1ccc(C(=O)Nc2ccon2)cc1S(=O)(=O)N1CCCCCC1	9.1%	.
Cc1ccc2oc(Nc3nc(C)cc(C)n3)nc2c1	-6.2%	-3.3%
Cn1cc(Cl)nc1C(O)c1ccccc1 (centres undefined)	-0.1%	1.4%
O=C(COc1ccccc1)N/N=C/c1ccccc1Cl	2.9%	-2.1%
O=C(Cc1ccccc1)Nc1cccc(N2CCCC2)c1	5.0%	-5.5%
Cc1cc(Cn2c(C)nc3ccccc32)c(C)cc1Cn1c(C)nc2ccccc21	6.4%	0.1%
COc1ccc(Br)cc1/C=N/NC(=O)c1c[nH]c2ccccc12	-0.7%	0.0%
Cc1nn(C)c(C)c1CN(C)C(=O)c1cc2n(n1)C(C(F)(F)F)CC(c1cccs1)N2 (centres undefined)	-3.0%	3.8%
COc1cccc(/C=C2\SC(=Nc3cccc(Cl)c3C)NC2=O)c1	9.6%	-1.4%
Cn1c(=O)c2c(nc(NCCCO)n2CCc2ccccc2)n(C)c1=O	0.9%	-7.5%
Cc1cc(NS(=O)(=O)c2ccc(NC(=O)COc3ccccc3Cl)cc2)no1	-2.3%	-1.1%
CSc1nnc(-c2ccco2)c(-c2ccco2)n1	20.4%	-2.7%
Cc1ccccc1N(Cc1nnc2n1CCCCC2)C(=O)Nc1ccccc1	-11.2%	-13.4%
COc1ccc(OC)c(N(CC(=O)N2CCC(C)CC2)S(=O)(=O)c2ccc(OC)c(OC)c2)c1	1.7%	.
O=C(Nc1ccc(Cl)cc1C(F)(F)F)c1ccc(I)cc1	1.1%	0.8%
CCOC(=O)c1c(C)n(C)c2ccc(OCC(O)CNC(CC)CO)cc12 (centres undefined)	2.5%	3.0%
c1ccc(OCCCCn2ccnc2)cc1	-6.0%	1.7%
CSc1nnc(-c2ccc(S(=O)(=O)N3CCOCC3)cc2)n1CC1CCCO1 (centres undefined)	-3.0%	-6.2%
O=C(COc1cccc(Cl)c1)N/N=C/c1c(Br)cc(Br)c(O)c1Br	4.6%	-1.0%
CCC(C)NC(=O)c1ccccc1NS(=O)(=O)c1ccc(OC)c(OC)c1 (centres undefined)	5.2%	-10.2%

2 entries from above, bar-delimited:
canonical_smiles | Hsp70 inhibitors | Rat MKP-3 inhibitors
O=C(Cc1ccccc1)Nc1cccc(N2CCCC2)c1 | 5.0% | -5.5%
Cc1cc(Cn2c(C)nc3ccccc32)c(C)cc1Cn1c(C)nc2ccccc21 | 6.4% | 0.1%

Remaining list, next part
SMILES	Hsp70 inhibitors	Rat MKP-3 inhibitors
COc1cc(/C=N\NC(=O)c2ccc([N+](=O)[O-])cc2)ccc1OC(=O)c1cccc2ccccc12	2.4%	0.0%
CCOC(=O)N1CCN(C(=O)CN(c2ccc(C)c(C)c2)S(=O)(=O)c2ccccc2)CC1	-9.5%	1.6%
COc1ccc2c(c1OC)C(=O)N1c3ccccc3C(=O)N(c3ccccc3)C21 (centres undefined)	-1.0%	15.0%
Cc1ccc(C)c(C(=O)N(Cc2nc(-c3ccc(Cl)cc3)no2)C(C)C)c1	3.3%	-4.1%
CCOc1ccccc1NC(=O)CC1Nc2ccccc2NC1=O (centres undefined)	5.8%	.
CC1=NNC(=O)C1CC(=O)N/N=C/c1ccc(Cl)cc1Cl (centres undefined)	-4.3%	2.5%
CCOc1ccc(-c2nnc(-c3ccc4c(c3)OCO4)o2)cc1	-0.5%	-1.1%
O=C(c1nn2c(c1Br)NC(c1ccccc1)CC2C(F)(F)F)N1CCOCC1 (centres undefined)	-0.6%	-7.0%
N#CC1(c2c(O)nc3n(c2=O)CCCS3)CCCCC1	10.8%	-1.4%
COc1ccc(CN2CCSCC2)cc1O	-0.1%	.
O=C1C2C3C=CC(C3)C2C(=O)N1c1ccc(-c2ccnc(-c3ccc(N4C(=O)C5C6C=CC(C6)C5C4=O)cc3)n2)cc1 (centres undefined)	3.7%	3.7%
Cc1ccc(C)c(NC(=O)c2ncn[nH]2)c1	-5.1%	.
CN(C)Cc1c(O)ccc2[nH]cnc12	2.5%&7.3%	-0.2%&4.2%
CC(C)(C)NC(=O)C(c1ccccc1)N(C(=O)c1csnn1)C1CC1 (centres undefined)	-13.1%	-10.9%
CC(C)(C)C(=O)Cn1c(=O)n(CC2CCCO2)c(=O)c2ccccc21 (centres undefined)	-1.5%	-0.9%
CC(=O)/C(C#N)=C1\NC(=O)C(Cc2ccc(C)c(C)c2)S1 (centres undefined)	0.4%	.
Cc1c(C#N)c2ccccc2n1CC(=O)NCCc1c[nH]c2ccccc12	-3.7%	-13.1%
CC(=O)Oc1ccc2c(oc(=O)c3ccccc32)c1C	-2.8%	0.7%
Cc1cc(C)n(-c2cc(C(C)(C)C)nc3c(-c4ccc(Cl)cc4)cnn23)n1	5.6%	.
NC(=O)c1ccccc1N=Cc1cc([N+](=O)[O-])ccc1O	-0.2%	0.5%
O=[N+]([O-])c1c(Cl)cc(O)c2c1C1C=CCC1C(c1ccc(Br)cc1)N2 (centres undefined)	14.8%	5.4%
CC(=O)Nc1ccc(S(=O)(=O)NCc2ccc(C(=O)NCc3ccc4c(c3)OCO4)cc2)cc1	5.7%	2.9%
O=C(CSc1nccn1-c1ccc(F)cc1)NCc1ccc2c(c1)OCO2	2.3%	-2.6%
O=C1NC(=S)N(c2cccc(Br)c2)C(=O)/C1=C/c1ccccc1O	-0.2%	3.9%
O=C(O)C1CCC(=O)N1C1c2ccccc2Oc2ccccc21 (centres undefined)	-6.9%&-2.5%	-6.5%&3.4%

(further entries)
SMILES	Hsp70 inhibitors	Rat MKP-3 inhibitors
CSc1ccc(S(=O)(=O)Nc2cccc(F)c2)cc1	8.9%	4.0%
CCc1cccc(C)c1NS(=O)(=O)c1ccccc1	-2.7%	3.5%
O=P(COc1ccccc1)(c1ccccc1)c1ccccc1	-0.7%	-3.4%
CN(Cc1nc(-c2ccncc2)no1)S(=O)(=O)c1ccccc1	-0.5%	2.6%
Cc1ccc(SCc2c(C#N)c3ccccc3n2C)cc1	6.3%	-1.9%
CC(C)(CN1CCN(CC(C)(C)NS(=O)(=O)c2ccccc2)CC1)NS(=O)(=O)c1ccccc1	-0.2%	1.7%
O=C(OCC(=O)N1CCN(c2ccccc2)CC1)c1ccco1	-0.8%	-15.5%
COc1cccc(/C=C2\SC(=O)N(c3ccc(Cl)cc3)C2=O)c1O	-0.7%	0.9%
Nc1ccccc1N=Cc1nc(-c2ccccc2)oc1O	1.3%	-0.1%
Cc1ccc(NS(=O)(=O)c2cc(C(N)=O)ccc2C)cc1	0.7%	.
COC(=O)CN1C(c2ccccc2OC)Nc2ccc(Br)cc2C1c1ccccc1 (centres undefined)	4.7%	0.6%
COc1ccc2c(c1)N(C(N)=S)C(C)(C)C=C2C	5.8%	2.7%
Cc1[nH]nc(N=Cc2c(O)n(C)c(=O)n(C)c2=O)c1-c1ccccc1	-29.2%	-7.7%
Cc1ccc(C(=O)/C=C/c2cn(Cc3ccccc3)c3ccccc23)cc1	3.1%	0.6%
CCOc1ccccc1/C=C/C(=O)c1ccc(Cl)cc1	-2.1%	6.4%
COc1cccc(C2C(C(=O)/C=C/c3ccccc3)=C(O)C(=O)N2CCCCCC(=O)O)c1 (centres undefined)	-1.0%	0.3%
Cc1ccc(C(=O)C2OC(=O)C(C)(C)C(=O)C2(C)C)cc1 (centres undefined)	7.9%	.
COC(=O)c1c(C)cc(C)n2c1nc1ccccc12	-0.2%	-2.1%
O=C1c2ccccc2CN1c1nccs1	1.8%	-2.1%
O=C1C=C(NCC2CCCO2)C2(CCCCC2)O1 (centres undefined)	.	7.9%
CCCCCCCCCCCNC(=O)c1ccoc1C	-2.0%	.
CCOC(=O)c1[nH]c(C)c(C(=O)N(C)C)c1C	7.3%	-4.8%
COc1ccc(NC(=O)Nc2c(C)n(C)n(-c3ccccc3)c2=O)cc1	0.4%	1.8%
CCN(CC)c1ncc(C)c(=O)[nH]1	-3.9%	-10.9%
COc1ccc(C(NC(=O)C(c2ccccc2)c2ccccc2)NC(=O)C(c2ccccc2)c2ccccc2)cc1OC	-4.4%	5.6%

As a working copy, some entries already given.
SMILES	Hsp70 inhibitors	Rat MKP-3 inhibitors
CSc1ccc(S(=O)(=O)Nc2cccc(F)c2)cc1	8.9%	4.0%
CCc1cccc(C)c1NS(=O)(=O)c1ccccc1	-2.7%	3.5%
O=P(COc1ccccc1)(c1ccccc1)c1ccccc1	-0.7%	-3.4%
CN(Cc1nc(-c2ccncc2)no1)S(=O)(=O)c1ccccc1	-0.5%	2.6%

Molecules listed so far that contain a CF3 group (3):
SMILES	Hsp70 inhibitors	Rat MKP-3 inhibitors
Cc1nn(C)c(C)c1CN(C)C(=O)c1cc2n(n1)C(C(F)(F)F)CC(c1cccs1)N2 (centres undefined)	-3.0%	3.8%
O=C(Nc1ccc(Cl)cc1C(F)(F)F)c1ccc(I)cc1	1.1%	0.8%
O=C(c1nn2c(c1Br)NC(c1ccccc1)CC2C(F)(F)F)N1CCOCC1 (centres undefined)	-0.6%	-7.0%

Following part
SMILES	Hsp70 inhibitors	Rat MKP-3 inhibitors
COc1cc([N+](=O)[O-])ccc1NC(=O)c1ccccc1	2.1%	1.2%
CCOC(=O)C1=C(C)NC(=O)NC1c1cc(OC)c(OC)cc1OC (centres undefined)	-67.2%	8.0%
CCOC(=O)c1c(C)n(C)c2ccc(OCC(O)CN(CC)CC)cc12 (centres undefined)	-1.8%	0.8%
CCOc1ccc(C2/C(=C(\O)c3c(C)[nH]c(C(=O)OC)c3C)C(=O)C(=O)N2CCN(C)C)cc1 (centres undefined)	-6.6%	-2.0%
COc1ccc(NC(=O)c2sc3cc(C(F)(F)F)cnc3c2-c2cccs2)cc1	3.3%	.
Cc1cnc(C(=O)OCC(=O)NC(C)C)cn1	-3.5%	.
Cc1ccc2nsnc2c1S(=O)(=O)N1CCN(CCc2ccccc2)CC1	-1.3%	-3.8%
Cn1cccc1C(=O)NC(=O)COC(=O)c1ccccc1O	5.2%	-10.4%
Cc1cc(N2C(=O)C(=O)/C(=C(/O)c3ccc(F)cc3)C2c2ccc(Cl)cc2)no1 (centres undefined)	-0.9%	-0.1%
Cc1nnc(NC(=O)c2ccc(-c3cccc(C(F)(F)F)c3)o2)s1	-0.1%	-7.3%
Cc1nc(SCC(=O)N2CC(C)OC(C)C2)nc(C)c1C (centres undefined)	2.6%	.
O=C(Nc1ccccc1)N1CCC(C(=O)N(Cc2ccco2)Cc2cccs2)CC1	3.0%	1.8%
O=C(NCc1ccccc1)c1ccc(C2SCC(=O)N2Cc2ccccc2)cc1 (centres undefined)	3.8%&-4.8%	2.1%
CCOc1ccccc1C(=O)Nn1c(C2CCC2)nc2ccccc2c1=O	-3.8%	-5.4%
Cc1ccccc1C(=O)Nc1ccccc1	2.3%	-10.4%
COc1ccc(N2C(=O)C(Cl)=C(Nc3ccc(OC)cc3OC)C2=O)cc1	6.6%	1.6%
Cc1cccc(NC(=O)COc2ccc(Br)cc2)n1	4.4%	-0.7%
O=C(CNCCO)N1CCc2ccccc21	6.4%	.
COc1ccc(Cl)cc1NC(=O)C1=C(C)NC(=O)NC1c1cccc2ccccc12 (centres undefined)	3.8%	2.1%
Clc1cccc(N=Cc2ccc(OC3CSC3)cc2)c1	0.1%	0.2%
Cc1cc(C)c(C)c(OCCOCCN2CCOCC2)c1	-0.2%	-10.0%
CC1CC(C)CN(CC(=O)N2c3ccccc3CCc3ccccc32)C1 (centres undefined)	-1.0%	.
COc1cc(NC(=O)C2CCCN2C(=O)C2CCC(C)CC2)cc(OC)c1OC (centres undefined)	-4.5%	0.4%
O=C(NC1CCCCC1)c1ccccc1NC(=O)C1CC(=O)N(c2ccc(Cl)cc2)C1 (centres undefined)	1.8%	.
Cc1ccc(S(=O)(=O)Nc2cc(Sc3nc4ccccc4[nH]3)c(O)c3ccccc23)cc1	3.7%	8.1%

(listing goes on)
SMILES	Hsp70 inhibitors	Rat MKP-3 inhibitors
Cc1ccc(S(=O)(=O)C(CC(=O)c2ccc(Cl)cc2)c2ccccc2)cc1 (centres undefined)	-1.4%	0.2%
O=C1C(=O)N(Cc2cccnc2)C(c2ccc([N+](=O)[O-])cc2)/C1=C(\O)c1ccccc1 (centres undefined)	0.2%	3.1%
Cc1cc(Cl)ccc1OCC(=O)Nc1ccccc1N1CCOCC1	-1.1%	-0.6%
CCCCNC(=O)OCC(CC)NC(=O)OC(C)C (centres undefined)	3.1%	-2.4%
COc1ccc(/C=N/S(=O)(=O)c2ccc(C)cc2)c(OC)c1	3.6%	0.6%
COc1ccc(S(=O)(=O)Nc2ccccc2C(=O)NCc2ccco2)cc1Br	8.3%	0.4%
Cc1noc(C)c1S(=O)(=O)Nc1ccc(C(=O)NC2CCCCCC2)cc1	0.8%	-1.7%
CCSc1nnc(NC(=O)C(C)(C(F)(F)F)C(F)(F)F)s1	-5.3%	-6.7%
O=C(NCc1ccccc1)NC1(C(=O)N2CCOCC2)CCCCC1	0.6%	-13.8%
CC1=C(C(=O)Nc2ccccc2)C(c2ccc([N+](=O)[O-])cc2)N2C(=O)CSC2=N1 (centres undefined)	-0.7%	1.2%
CC1(C)C(=O)OC(c2c(F)c(F)c(F)c(F)c2F)C2(CCCCC2)C1=O (centres undefined)	3.7%	0.7%

Only part of the results is shown; count on the stated rates, not on these rows.
